Source: PubChem (several laboratories)
CDK5 p35 inh: inhibitors of human CDK5/p35 kinase, primary screen, biochemical, single concentration; Recombinant CDK5/p35, ADP-Glo luminescence, 60 min; 330,000 compounds, 0.01% hits; AID 488839, 2010; inhibition, % at 10 µM;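 active means highest replicate inhibition of at least 50% and at least 75% of replicates reaching 50%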;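 further: plate controls were DMSO neutral control for no effect and GW8510 at 10 µM for full effect; many of its hits are not listed in these tables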
Target sequence (Q00535 whole entry, looked up): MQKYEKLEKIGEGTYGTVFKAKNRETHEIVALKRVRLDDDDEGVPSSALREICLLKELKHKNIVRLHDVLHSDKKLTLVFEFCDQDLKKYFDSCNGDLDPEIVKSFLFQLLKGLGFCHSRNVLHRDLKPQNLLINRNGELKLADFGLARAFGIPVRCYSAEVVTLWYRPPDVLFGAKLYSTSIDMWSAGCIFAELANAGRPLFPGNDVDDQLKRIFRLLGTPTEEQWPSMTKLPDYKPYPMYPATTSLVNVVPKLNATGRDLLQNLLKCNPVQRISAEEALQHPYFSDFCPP
Target sequence (Q15078 whole entry, looked up): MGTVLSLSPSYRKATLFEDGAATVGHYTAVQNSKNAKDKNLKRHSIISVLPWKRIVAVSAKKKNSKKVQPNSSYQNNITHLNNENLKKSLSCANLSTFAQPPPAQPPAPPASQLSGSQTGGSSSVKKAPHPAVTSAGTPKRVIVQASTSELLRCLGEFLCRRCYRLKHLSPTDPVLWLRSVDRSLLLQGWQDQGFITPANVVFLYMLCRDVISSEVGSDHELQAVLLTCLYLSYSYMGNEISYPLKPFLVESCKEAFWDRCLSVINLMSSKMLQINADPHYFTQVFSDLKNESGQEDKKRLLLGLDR
Arr AP2 block: inhibitors of beta-arrestin/AP2 binding, primary screen, biochemical, GPCR trafficking, flow cytometry; beta-arrestin 1 C-terminal peptide binding to AP2 beta2-adaptin appendage (human); FITC-arrestin peptide / GST-AP2 beads; AP2 beta2 appendage carries R879A mutation; inhibition, % at 10 µM; 340,000 compounds, 0.31% hits; AID 504490, 2011;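 active means inhibition above a set limit, near 3 SD of compounds lacking own fluorescence, cut at about 54% in these data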;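 further: plate controls were DMSO wells for no effect and 5 µM unlabelled arrestin peptide for full effect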
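System: GST-tagged AP2 beta2-adaptin appendage (R879A) on 4 µm glutathione beads / Reagent: FITC-arrestin peptide, 50 nM / Detection: HyperCyt-sampled flow cytometry, FL1 channel, ex 488/em 535 nm / Timing: 12 min plus 1 h, RT / Buffer or medium: PBS plus Tween 20 (0.05%) and BSA (0.1%)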
SR-BI DiI inh: inhibitors of SR-BI mediated HDL lipid uptake, primary screen, ldlA[mSR-BI] cells, fluorescence, single point | Scavenger receptor class B member 1 (Mus musculus), Q61009 | ldlA[mSR-BI] CHO cells, DiI-HDL uptake fluorescence, 3 h | inhibition, % at 12.5 µM | 320,000 compounds, 0.96% hits | AID 488896, 2010;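 active means mean replicate inhibition of at least 70% and a set share of replicates each scoring 70 or more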;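 further: 0% = median of neutral control wells and 100% = median of positive control wells; values of inactives mirror those of a sister screen read the other way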
PKA-R1A act: activators of PKA-R1A holoenzyme, primary screen, biochemical, fluorescence polarization, Cy5-IP20, bovine R1A, mouse PKAc | cAMP-dependent protein kinase type I-alpha regulatory subunit (Bos taurus) + … | PKA-R1A dissociation; scaled: DMSO 0%, 113 µM cGMP 100% | activation, % at 11.4 µM | 340,000 compounds, 0.083% hits | AID 504707, 2011;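 active means percent activation above the mean of all tested compounds plus 3 SD, cut at about 19% in these data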;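 further: higher means more PKAc released from R1A so a rise in polarization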
MITF TRPM1 HTS: activators of MITF-driven TRPM1 promoter reporter, primary screen, cell-based, SK-MEL-5, luciferase, single point; SK-MEL-5 TRPM1-promoter luciferase, 24 h; % of positive control, neutral wells = 0; activation, % at 12.5 µM; 300,000 compounds, 0.75% hits; AID 588334, 2011;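 active means mean activation of at least 80% with every replicate also reaching 80%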;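 further: 0% = neutral control wells and 100% = parthenolide positive control wells; values of inactives mirror those of a sister screen read the other way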
SR-BI DiI-HDL act: activators of SR-BI mediated DiI-HDL uptake, primary screen, ldlA[mSR-BI] CHO cells, DiI fluorescence; 3 h; 100 = double the neutral-control signal; activation, % at 12.5 µM; 320,000 compounds, 0.096% hits; AID 504775, 2011;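 active means mean replicate activation of at least 60% and every replicate at or above 60%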;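 further: 0% = median plate neutral-control signal and 100% = twice that signal; values of inactives mirror those of a sister screen read the other way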
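System: LDL receptor-deficient CHO ldlA cells overexpressing murine SR-BI | Timing: 3 h uptake period with compound, 37 °C | Medium: HEPES-buffered (25 mM, pH 7.4) F12 plus 0.5% BSA | Dosing: Single-point compound dose | Signal: Bottom-read fluorescence, 550/595 nm | Read-out: Retained DiI signal reflecting DiI-HDL uptake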
PKA-R2B activ: activators of PKA-R2B holoenzyme, primary screen, biochemical, fluorescence polarization, Cy5-IP20, human. PKA-R2B holoenzyme dissociation; R2B truncated from residue 108, S112A mutant; 0% DMSO only, 100% 113 µM cGMP. activation, % at 11.4 µM. 340,000 compounds, 0.079% hits. AID 504700, 2011;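 active means activation above a cutoff set at the mean over all compounds plus 3 SD, cut at about 18% in these data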;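 further: higher means more holoenzyme dissociation and a rise in polarization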
dFosB act: activators of delta FosB homodimer, primary screen, biochemical, fluorescence polarization, TAMRA-CDK5 oligo, single point; Protein FosB (Mus musculus), P13346; purified delta FosB; percent of positive-control signal above neutral wells; 340,000 compounds, 0.99% hits; activation, % at 25 µM;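 active means mean activation above about 17%, with every replicate also reaching it, limit read from the data, passing the limit was not always enough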;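 further: fluorescence polarization rise as delta FosB binds a TAMRA Cdk5 AP-1 oligo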
Target sequence (P13346 whole entry, looked up): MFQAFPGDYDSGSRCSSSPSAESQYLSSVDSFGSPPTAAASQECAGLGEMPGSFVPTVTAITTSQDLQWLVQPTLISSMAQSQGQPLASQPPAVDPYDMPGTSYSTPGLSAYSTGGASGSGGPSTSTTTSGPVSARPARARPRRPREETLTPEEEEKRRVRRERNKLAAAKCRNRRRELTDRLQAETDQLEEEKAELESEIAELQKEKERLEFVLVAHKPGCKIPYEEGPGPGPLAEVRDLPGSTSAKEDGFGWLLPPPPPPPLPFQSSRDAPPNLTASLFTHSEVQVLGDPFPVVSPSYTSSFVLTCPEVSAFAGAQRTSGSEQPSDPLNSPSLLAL
Pemphigus Ab inh: inhibitors of pemphigus antibody binding to DSG3, primary screen, biochemical, bead-based, flow cytometry, scFv-GFP | 310,000 compounds, 0.48% hits | DSG3-coupled beads, scFv-anti-DSG3-GFP binding; stronger effect = lower value | binding (percent of control), % at 10 µM | Desmoglein-3 (Homo sapiens), P32926;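 active means binding more than 3 SD below its plate's average and above zero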; further: some compounds called inactive have numbers as strong as hits
Mot1-301 SUMO: yeast Mot1-301 growth rescue at high temperature, primary screen, SUMOylation pathway inhibitor project, S. cerevisiae, ATP luminescence, 38.5C | S. cerevisiae Mot1-301 growth rescue; percent above DMSO median, 100 means doubled | growth rescue, % at 18.8 µM | 320,000 compounds, 1% hits;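 active means every valid replicate shows activation above 250% relative to neutral control wells; inactive means the rest, any valid replicate at or below 250%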;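 further: OY570 slx delta 5 strain wells were the positive control but not used for scaling; some compounds called inactive have numbers as strong as hits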
NSD2 inh: NSD2 histone methyltransferase inhibitors, primary screen, biochemical, AlphaScreen, single concentration, set 2 | 310,000 compounds, 0.54% hits | Histone-lysine N-methyltransferase NSD2 (Homo sapiens), O96028 | inhibition, % at 12.5 µM | NSD2 peptide methylation, 120 min; in the data active means inhibition above about 50%
* marks the source's active call; other numbers are inactive results.

O=c1[nH]c(=O)n(CCc2ccc(F)cc2)c(O)c1C=NCCCN1CCOCC1 was read as CDK5 p35 inh 0.3, Arr AP2 block 14.1, PKA-R1A act -5.8, MITF TRPM1 HTS -3.0, PKA-R2B activ -6.8, dFosB act 11.4, Pemphigus Ab inh 92.2, Mot1-301 SUMO -7.8 and NSD2 inh -1.2.
`OC1/C(=C/c2ccc(Cl)cc2Cl)N2CCC1CC2` (centres undefined) gave CDK5 p35 inh -1.0, Arr AP2 block -1.1, SR-BI DiI inh 10.6, PKA-R1A act -1.5, MITF TRPM1 HTS 2.5, SR-BI DiI-HDL act -10.6, PKA-R2B activ -14.9, dFosB act -5.3, Pemphigus Ab inh 95.6 and NSD2 inh -4.4.
`CC(C)Nc1nc(Cl)nc(NC(C)C)n1` gave CDK5 p35 inh -1.3, Arr AP2 block -1.3, SR-BI DiI inh 2.9, PKA-R1A act -1.4, MITF TRPM1 HTS 11.8, SR-BI DiI-HDL act -2.9, PKA-R2B activ -13.9, dFosB act 3.9, Pemphigus Ab inh 96.4, Mot1-301 SUMO -3.4 and NSD2 inh 0.3.
`Cc1cc(C)n2nc(SCC(=O)N3CCC4(CC3)OCCO4)nc2n1` gave CDK5 p35 inh 0.0, Arr AP2 block 0.4, SR-BI DiI inh -3.3, PKA-R1A act 0.6, MITF TRPM1 HTS -10.6, SR-BI DiI-HDL act 3.3, PKA-R2B activ -1.4, dFosB act 0.5, Pemphigus Ab inh 102.6, Mot1-301 SUMO -34.1 and NSD2 inh 0.1.
`O=C(c1ccc(Br)cc1)C12CN3CN(CN(C3)C1)C2` gave CDK5 p35 inh -3.2, Arr AP2 block 0.6, SR-BI DiI inh -13.3, PKA-R1A act -4.6, MITF TRPM1 HTS 4.7, SR-BI DiI-HDL act 13.3, PKA-R2B activ -7.5, dFosB act -0.9, Pemphigus Ab inh 97.7, Mot1-301 SUMO -6.9 and NSD2 inh -3.2.
CC1CCCCN1Cc1c[nH]c2ccccc12 (centres undefined) was read as CDK5 p35 inh -3.7, Arr AP2 block 0.2, SR-BI DiI inh -4.0, PKA-R1A act 2.6, SR-BI DiI-HDL act 4.0, PKA-R2B activ -2.1, dFosB act -0.1, Pemphigus Ab inh 107.8, Mot1-301 SUMO -11.0 and NSD2 inh 1.0.
`CN1C(=O)N(C)C(=O)C2(Cc3c(ccc4ccccc34)N(C)C2)C1=O` gave CDK5 p35 inh 0.1, Arr AP2 block 36.7, SR-BI DiI inh 31.0, PKA-R1A act -6.2, MITF TRPM1 HTS -14.9, SR-BI DiI-HDL act -31.0, PKA-R2B activ -14.1, dFosB act -4.3, Mot1-301 SUMO 727.0 and NSD2 inh -1.6.
For Oc1ccc(Cl)cc1Cc1ccccc1 the results were CDK5 p35 inh -0.5, Arr AP2 block 22.8, SR-BI DiI inh -16.1, PKA-R1A act -3.4, MITF TRPM1 HTS 3.0, SR-BI DiI-HDL act 16.1, PKA-R2B activ -5.6, dFosB act -5.2, Pemphigus Ab inh 109.6 and NSD2 inh 3.1.
Screening O=c1[nH]c(=O)n(-c2cccc3ccccc23)c(O)c1/C=N/N1CCCCCC1 returned CDK5 p35 inh 1.2, Arr AP2 block -9.8, SR-BI DiI inh -12.8, PKA-R1A act -0.3, MITF TRPM1 HTS -3.9, SR-BI DiI-HDL act 12.8, PKA-R2B activ -1.2, dFosB act -14.7, Pemphigus Ab inh 111.8, Mot1-301 SUMO 2.9 and NSD2 inh 1.0.
`COc1ccccc1/C=C1\C(=O)NC(=S)N(c2ccccc2)C1=O` gave CDK5 p35 inh -1.5, Arr AP2 block -5.1, SR-BI DiI inh -7.1, PKA-R1A act 6.8, MITF TRPM1 HTS -2.8, SR-BI DiI-HDL act 7.1, PKA-R2B activ -3.1, dFosB act -6.9, Pemphigus Ab inh 98.8, Mot1-301 SUMO -11.3 and NSD2 inh 4.7.
Screening CCc1cc(=O)oc2cc(OCC(=O)N3C[C@H]4C[C@@H](C3)c3cccc(=O)n3C4)c(Cl)cc12 returned CDK5 p35 inh -1.0, Arr AP2 block 14.9, SR-BI DiI inh -7.8, PKA-R1A act 7.3, MITF TRPM1 HTS 8.7, SR-BI DiI-HDL act 7.8, PKA-R2B activ 0.2, dFosB act -6.0, Pemphigus Ab inh 99.6 and Mot1-301 SUMO 3.3.
Screening CC(C)OC(=O)c1c(N)n(Cc2ccco2)c2nc3ccccc3nc12 returned CDK5 p35 inh 0.7, Arr AP2 block 43.9, SR-BI DiI inh -1.9, PKA-R1A act 15.0, MITF TRPM1 HTS -5.3, SR-BI DiI-HDL act 1.9, PKA-R2B activ -6.8, dFosB act 3.8 and Mot1-301 SUMO -13.6.
CCn1c(O)c(C=NCCN2CCOCC2)c(=O)[nH]c1=S was read as CDK5 p35 inh 5.2, Arr AP2 block 5.0, SR-BI DiI inh -1.8, PKA-R1A act 0.7, SR-BI DiI-HDL act 1.8, PKA-R2B activ -0.8, dFosB act -0.1, Pemphigus Ab inh 108.1, Mot1-301 SUMO 5.0 and NSD2 inh -2.9.
C=CCN1C(=O)NC(=O)C(Cc2ccc(OC)c(OC)c2)C1=O (centres undefined) was read as CDK5 p35 inh 0.0, Arr AP2 block -9.7, SR-BI DiI inh 8.6, PKA-R1A act -1.6, SR-BI DiI-HDL act -8.6, PKA-R2B activ 1.9, dFosB act -14.4 and Mot1-301 SUMO 83.2.
CC(C)OCCCNC(=O)c1c(N)n(CC2CCCO2)c2nc3ccccc3nc12 (centres undefined) was read as CDK5 p35 inh 1.1, Arr AP2 block 10.0, SR-BI DiI inh -2.8, PKA-R1A act -0.7, MITF TRPM1 HTS -1.5, SR-BI DiI-HDL act 2.8, PKA-R2B activ -0.2, dFosB act -23.0, Pemphigus Ab inh 111.7, Mot1-301 SUMO 12.4 and NSD2 inh 98.5*.
Screening CN(C)C(=O)Oc1ccc(Cl)c2ccccc12 returned CDK5 p35 inh 0.4, Arr AP2 block 21.7, SR-BI DiI inh 2.8, PKA-R1A act -6.7, SR-BI DiI-HDL act -2.8, PKA-R2B activ 10.9, dFosB act 4.9, Pemphigus Ab inh 100.7, Mot1-301 SUMO 3.1 and NSD2 inh -0.5.
For COC(=O)C1=C(c2ccccc2OCc2ccccc2)C[C@@H]2CC[C@H]1N2C(=O)NCc1ccc(Br)cc1 the results were CDK5 p35 inh 0.6, Arr AP2 block 1.1, SR-BI DiI inh 15.0, PKA-R1A act -1.5, MITF TRPM1 HTS 7.4, SR-BI DiI-HDL act -15.0, PKA-R2B activ 3.9, dFosB act -4.2, Pemphigus Ab inh 106.9 and Mot1-301 SUMO -1.7.
NNCc1ccccc1 was read as CDK5 p35 inh -1.6, Arr AP2 block -7.8, SR-BI DiI inh -3.9, PKA-R1A act 1.1, MITF TRPM1 HTS 32.1, SR-BI DiI-HDL act 3.9, PKA-R2B activ 2.8, dFosB act 0.8 and Pemphigus Ab inh 105.5.
For CCOc1cc(C2NCc3ccccc3-n3cccc32)ccc1O (centres undefined) the results were CDK5 p35 inh 1.7, Arr AP2 block 11.8, SR-BI DiI inh -18.8, PKA-R1A act -5.3, MITF TRPM1 HTS -4.5, SR-BI DiI-HDL act 18.8, PKA-R2B activ 4.5, dFosB act -2.1, Pemphigus Ab inh 96.0, Mot1-301 SUMO 8.8 and NSD2 inh 18.5.
For OC(CN1CC=C(c2ccccc2)CC1)c1ccccc1 (centres undefined) the results were CDK5 p35 inh -0.2, Arr AP2 block 19.5, SR-BI DiI inh -9.8, PKA-R1A act 1.6, MITF TRPM1 HTS 8.7, SR-BI DiI-HDL act 9.8, PKA-R2B activ -8.4, dFosB act -1.0, Pemphigus Ab inh 102.0, Mot1-301 SUMO -13.2 and NSD2 inh 0.1.
CC(C)C(=O)NC(Oc1ccccc1Cl)C(Cl)(Cl)Cl (centres undefined) was read as CDK5 p35 inh -0.7, Arr AP2 block 32.4, SR-BI DiI inh 19.3, PKA-R1A act -6.3, MITF TRPM1 HTS 7.9, SR-BI DiI-HDL act -19.3, PKA-R2B activ -20.6, dFosB act -5.0, Pemphigus Ab inh 101.1 and Mot1-301 SUMO 5.6.
For CC1(C)CN=C(Nc2ccc(F)c(F)c2)S1 the results were CDK5 p35 inh -0.1, Arr AP2 block 5.5, SR-BI DiI inh -23.7, PKA-R1A act -9.0, MITF TRPM1 HTS 18.4, SR-BI DiI-HDL act 23.7, PKA-R2B activ -11.8, dFosB act -0.9, Pemphigus Ab inh 100.4 and Mot1-301 SUMO 38.1.
Cc1nc2cc([N+](=O)[O-])ccc2c(=O)n1-c1ccc(Br)cc1 was read as CDK5 p35 inh -1.3, Arr AP2 block -8.8, SR-BI DiI inh -24.7, PKA-R1A act -10.9, SR-BI DiI-HDL act 24.7, PKA-R2B activ -4.9, dFosB act 1.0, Pemphigus Ab inh 86.3, Mot1-301 SUMO 11.2 and NSD2 inh 13.4.
For O=C1CNC(c2ccccc2Cl)c2cc(Br)ccc2N1 (centres undefined) the results were CDK5 p35 inh -0.4, Arr AP2 block -4.4, SR-BI DiI inh -0.2, PKA-R1A act -1.9, MITF TRPM1 HTS -1.5, SR-BI DiI-HDL act 0.2, PKA-R2B activ 0.4, dFosB act -9.5, Pemphigus Ab inh 102.9, Mot1-301 SUMO -17.6 and NSD2 inh 12.9.

The list is partial, so the mix of outcomes need not match the whole.
